# Tn7 DDE FP – inhibitors of Tn7 peptide binding to human fibrin DD(E). FP displacement of FITC-Tn7 peptide from fibrin DD(E); 0% = median of compound wells per plate. inhibition, % at 8.3 µM. hit rate 0.13% among 370,000;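 active = inhibition above the mean of compounds falling within the control limits plus 3 SD of them, cut at about 14% in these data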;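 note: 0% = plate median of compound wells and 100% = 10 µM Aha-Tn7 peptide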
#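 System: human fibrin DD(E); quantity: Fibrin-DD(E) at 2 µM final; also added: fluorescent Tn7 probe at 0.1 µM; compound dosing: single nominal test concentration of 8.3 µM per compound; schedule: 10 min preincubation, 3 h with tracer, room temperature; detection: fluorescence polarization of the labelled Tn7 tracer; repeats: one replicate per compound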
# PLC-gamma1 inh – PLC-gamma1 (human) inhibition, primary screen; P19174; purified PLC-gamma1, fluorogenic substrate, fluorescence; inhibition, % at 12.2 µM; hit rate 0.84% among 370,000; AID 720700; in the data active = inhibition above about 9.5%
# DDE Tn6 FP inh – DD(E)-Tn6 binding inhibition, primary FP screen; P02675; Fibrin DD(E) TRITC-Tn6 fluorescence polarization displacement; inhibition, % at 8.3 µM; hit rate 0.21% among 370,000;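 active = inhibition above a per-campaign cutoff: mean of compounds within control limits plus 3 SD, cut at about 15% in these data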;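 note: 0% = median of all compound wells on the plate and 100% = blocking peptide control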
# ADAM10 inh – ADAM10 inhibition, QFRET primary screen. inhibition, % at 7 µM. O14672. recombinant ADAM10, EDANS/DABCYL FRET peptide cleavage, 3 h. AID 720582. hit rate 0.62% among 370,000;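 active = inhibition above a per-campaign cutoff equal to the mean of compounds falling between control-based bounds plus 3 SD, cut at about 20% in these data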;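 note: 0% = DMSO wells while the 100% control is not disclosed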
# ASAP1 inh – ASAP1 ArfGAP inhibition; Q9ULH1; ASAP1-stimulated ARF1 GTP hydrolysis, GDP FP detection; inhibition, % at 16.5 µM; hit rate 0.19% among 360,000; AID 624377; in the data active = inhibition above about 25%;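 note: 0% = vehicle with enzyme and substrate and 100% = no enzyme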
# LEDGF integ inh – blocks HIV-1 LEDGF/p75-dependent DNA integration | TR-FRET IN-LEDGF/p75 DNA integration, Eu/Cy5 | inhibition, % at 3.7 µM | hit rate 0.64% among 370,000;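 active = inhibition above the screen-wide mean plus 3 SD, cut at about 13% in these data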;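 note: signal is the Cy5 over europium emission ratio at 671 and 618 nm; 0% = plate median of compound wells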
# TDP2 absorb – blocks human TDP2 phosphodiesterase activity | O95551 | recombinant TDP2, T5PNP hydrolysis, p-nitrophenol absorbance 415 nm | inhibition, % at 12.8 µM | hit rate 0.34% among 370,000;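 active = inhibition above the mean of all tested compounds plus 3 SD, set per campaign, cut at about 25% in these data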;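 note: 0% = DMSO with enzyme and 100% = buffer with substrate but no TDP2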
#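 Read-out basis: percent inhibition. System: recombinant human TDP2. Buffer or medium: Mg2+-containing Tris-HCl buffer, pH 7.5. Repeats: single replicate. Timing: reaction 2 h, 37 °C. Benchmarks: high control without enzyme, low control DMSO plus TDP2. Probe or stimulus: 5 mM T5PNP. Doses: 12.8 µM only. Measured by: epi absorbance of p-nitrophenol freed from T5PNP by hydrolysis.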
# ADAM17 inh – ADAM17 inhibition, QFRET primary screen. hit rate 0.83% among 370,000. P78536. inhibition, % at 6.95 µM. recombinant ADAM17, EDANS/DABCYL FRET peptide cleavage;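 active = inhibition above the mean of compounds lying between control limits plus 3 SD, set per campaign, cut at about 8.5% in these data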;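 note: 0% = DMSO-only wells as the low control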
# Target sequence (P78536 215-824 limits assumed): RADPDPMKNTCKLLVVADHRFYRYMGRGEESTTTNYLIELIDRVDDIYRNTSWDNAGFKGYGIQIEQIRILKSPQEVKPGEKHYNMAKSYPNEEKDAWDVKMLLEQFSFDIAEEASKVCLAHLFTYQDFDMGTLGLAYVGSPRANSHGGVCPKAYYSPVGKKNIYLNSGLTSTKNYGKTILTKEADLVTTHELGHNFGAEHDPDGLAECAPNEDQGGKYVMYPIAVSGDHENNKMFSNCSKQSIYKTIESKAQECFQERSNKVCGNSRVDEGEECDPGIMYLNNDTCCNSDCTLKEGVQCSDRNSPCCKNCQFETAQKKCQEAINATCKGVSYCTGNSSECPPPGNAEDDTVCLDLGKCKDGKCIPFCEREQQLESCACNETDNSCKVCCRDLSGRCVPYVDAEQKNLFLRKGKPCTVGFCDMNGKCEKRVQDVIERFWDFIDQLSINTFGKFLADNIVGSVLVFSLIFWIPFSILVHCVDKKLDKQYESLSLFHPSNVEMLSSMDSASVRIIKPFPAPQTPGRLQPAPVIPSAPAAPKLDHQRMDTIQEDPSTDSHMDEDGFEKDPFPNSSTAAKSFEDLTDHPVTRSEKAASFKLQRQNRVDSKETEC
# KLK7 zymogen act – proKLK7 (human) activation, primary screen; activation, % at 7 µM; hit rate 0.9% among 370,000; P49862; AID 652039; purified proKLK7, EDANS-DABCYL substrate fluorescence; 100% is mature enzyme control, 0% vehicle;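 active = activation above the mean of all tested compounds plus 3 SD, computed per campaign excluding outliers beyond control limits, cut at about 13% in these data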
# Target sequence (P49862 whole entry, looked up): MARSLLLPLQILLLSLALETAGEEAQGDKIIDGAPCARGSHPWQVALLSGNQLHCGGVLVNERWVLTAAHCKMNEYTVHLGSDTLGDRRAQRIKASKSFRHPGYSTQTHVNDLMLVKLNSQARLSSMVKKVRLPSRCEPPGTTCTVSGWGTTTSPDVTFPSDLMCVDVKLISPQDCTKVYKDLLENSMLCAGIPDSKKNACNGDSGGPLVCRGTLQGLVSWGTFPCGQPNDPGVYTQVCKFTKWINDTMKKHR
# ARFGAP1 inh – inhibitors of rat ARFGAP1 | Arfgap1-stimulated ARF1 GTP hydrolysis, GDP FP detection | AID 651572 | inhibition, % at 16.5 µM | hit rate 0.26% among 360,000 | Q62848;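 active = inhibition above a per-plate limit, mean inhibition of low control wells plus 3 SD, cut at about 25% in these data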;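 note: 0% = DMSO wells with enzyme and 100% = wells lacking Arfgap1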
# Target sequence (Q62848 1-136 limits assumed): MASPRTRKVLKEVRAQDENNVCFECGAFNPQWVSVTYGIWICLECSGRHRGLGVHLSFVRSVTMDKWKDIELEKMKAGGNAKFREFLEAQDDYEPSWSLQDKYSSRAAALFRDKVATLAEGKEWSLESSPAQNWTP
#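 Assay system: purified rat His6-Arfgap1 residues 1-136 (GAP domain); Reagent: human Δ17 ARF1 bound to GTP; Dosing: 16.5 µM single point, 1.26% DMSO; Times: GTP hydrolysis reaction 2 h at 25 °C; Signal: FP, GDP Alexa 633 tracer displaced from anti-GDP antibody, 620/688 nm; Measure: % inhibition from polarization.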
# An asterisk follows results filed as active; i = inactive; · = not tested or not shown.
SMILES,Tn7 DDE FP,PLC-gamma1 inh,DDE Tn6 FP inh,ADAM10 inh,ASAP1 inh,LEDGF integ inh,TDP2 absorb,ADAM17 inh,KLK7 zymogen act,ARFGAP1 inh
O=C(NC(C(=O)N/N=C/c1cc([N+](=O)[O-])ccc1O)c1n[nH]c(=O)c2ccccc12)c1ccccc1 (stereo unspecified),2,0,-1,7,4,-8,4,4,0.4,-10
Cc1ccc(C(=O)NC2CC(C)(C)NC(C)(C)C2)cc1Cl,-6,5,11,-6,1,3,3,1,0.4,-1
Cn1nc(C(F)(F)F)c(-c2cccc(C(F)(F)F)c2)c1NC(=O)CSCC(=O)O,7,-1,3,-2,1,-2,-6,-5,-0.6,-3
CCCc1nnc(NC(=O)OCC)s1,1,0,-11,0,-3,5,11,1,-0.2,-1
CCN(CCNC(=O)[C@H]1C=C(OC)C(=O)C[C@H](c2ccccc2)[C@H]1C)C(C)=O,6,-3,4,-5,·,-1,4,1,-0.8,·
N#Cc1ccc(CN2CCN(C(=O)c3ccc(S(=O)(=O)NCc4ccco4)cc3)CC2)cc1,-4,-2,3,-12,6,-1,1,-1,-0.1,-14
COc1cc2[nH]c(C(=O)NCCc3ccccc3)cc2c(OC)c1OC,-2,-79,-2,-65,-3,3,-3,-28,0.7,1
CC1CCc2nn(CC(=O)NCCN3CCOCC3)cc2C1 (stereo unspecified),-7,3,-2,-14,6,-2,-6,1,-0.2,8
COc1cc(Cl)ccc1OCc1cc(C(=O)N2CCN(C3CCCCC3)CC2)no1,-4,0,-3,2,-7,6,-7,8,0.1,-6
CCCCNC(=O)C1c2ccccc2OCC(=O)N1CCc1c[nH]c2ccccc12 (stereo unspecified),4,0,7,-13,4,-6,3,-5,-0.4,0
COCCNC(=O)C1(C)CCN(Cc2cccc(Oc3ccccc3)c2)C1 (stereo unspecified),-8,-3,-6,2,-2,1,-1,-3,-0.3,3
CN(CC(=O)Nc1ccc(F)c(F)c1F)C(=O)C1CCCN1C(=O)c1cccs1 (stereo unspecified),0,1,-11,2,13,-1,6,-2,1.0,3
CCOc1ccc(C(=O)Nc2cc(Cl)ccc2-n2cncn2)cc1OC,-2,-1,3,-2,5,0,-3,-4,-0.7,-18
Cc1c(NC(=O)c2cc3nc(-c4ccc(Br)cc4)cc(C(F)(F)F)n3n2)c(=O)n(-c2ccccc2)n1C,-6,-8,7,-6,-21,0,11,-4,0.2,-1
CCOc1cc(C(=S)N2CCOCC2)ccc1OS(=O)(=O)c1ccccc1[N+](=O)[O-],1,4,6,0,6,-6,3,0,0.9,5
COC(=O)C1=C(C)N(C)C(=NCc2cc(OC)c(OC)c(OC)c2)NC1c1cccc(Cl)c1 (stereo unspecified),12,-1,0,0,-2,1,9,-1,0.4,1
CSCCC(NC(=O)COc1ccccc1)C(=O)OCCOc1ccc(F)cc1 (stereo unspecified),-4,5,8,-7,-4,-3,-6,4,0.3,0
CCc1[nH]nc2c1C(c1ccsc1)C(C#N)=C(N)O2 (stereo unspecified),1,1,-1,-7,0,3,4,-3,-1.1,4
O=C(CSc1nnc(SCc2ccc(Cl)cc2)s1)N1CCOCC1,1,4,0,0,-6,4,0,-2,0.9,4
COc1c2ccccc2c(OC)c2ccccc12,-9,-58,-3,-98,4,0,-6,-29,2.6,1
CCCn1cnc2c(c1=O)c1nc3ccccc3nc1n2CCc1ccccc1,1,-8,-2,-51,-8,-4,-2,-21,0.1,5
COc1ccccc1N/C(=N/S(=O)(=O)c1ccc(C)cc1)c1ccc(Cl)cc1,-4,3,5,7,-1,-2,-4,3,0.5,-3
Cc1cccnc1NC(=O)CCNS(=O)(=O)c1ccc2c(c1)c(=O)n(C)c(=O)n2C,2,-1,5,-8,-3,-3,-7,-2,0.2,4
COc1ccc2[nH]c(=S)[nH]c2c1,4,-2,-2,-6,5,2,1,-9,0.7,-3
O=C(Cn1cnc2c(nnn2-c2ccccc2)c1=O)NCC1CCCO1 (stereo unspecified),5,-1,-1,-6,-6,3,-3,-5,-0.5,-9
Nc1ncnc(NNC(=O)CNC(=O)c2c(F)cccc2Cl)c1[N+](=O)[O-],-3,4,8,3,-15,3,-7,-2,0.0,5
CC(C)(C)c1ccc(C(=O)N2CCC(C(=O)NC3CC3)CC2)cc1,4,0,2,-6,0,0,2,-2,0.7,0
CCCc1cc(=O)[nH]c(SCc2ccccc2)n1,-1,3,-6,6,-3,0,0,-1,-0.8,-17
O=C(CN1C(=O)NC2(CCCCC2)C1=O)N(Cc1ccco1)Cc1cccs1,-3,3,3,-14,-3,-3,-3,-1,-0.5,2
CCN(CC(=O)Nc1ccc2c(c1)OCO2)CC(=O)Nc1ccccc1C(F)(F)F,-6,-5,4,-7,6,0,4,-1,-0.5,9
Clc1ccc(CSc2nnc(-c3ccncc3)o2)cc1,-3,5,1,7,11,0,2,-1,-1.3,5
CCc1cc(/C(Cc2ccc3ccccc3n2)=N\O)c(O)cc1O,3,0,-2,15,6,1,1,9.2*,0.3,12
CN(CCc1ccccc1)C(=O)c1ccc(NC(=O)Cc2ccc(NC(=O)C3CCCN(C(=O)C4CCCC4)C3)cc2)cc1 (stereo unspecified),-8,3,5,1,4,3,10,1,0.6,6
O=C(OCc1nnc(-c2ccccc2)o1)c1ccc(Br)o1,-1,-16,1,-4,-9,3,5,1,-0.1,8
O=C1OCCN1C(=O)[C@H]1[C@H](c2ccccc2)C(c2ccccc2)=NN1c1ccc(Br)cc1,4,-312,-4,i,9,-4,-5,-155,-185,9
COc1ccccc1NC(=O)c1ccc(COc2ccccc2Br)o1,4,-4,-5,8,-2,-3,0,1,0.0,-1
COc1ccc(CCNC(=O)c2cc3c(cc2Cl)N2CCCCCC2=NS3(=O)=O)cc1,2,0,4,3,1,-2,-6,-1,-0.1,-5
CN(Cc1ccncc1)C1CC(=O)N(c2ccc(Cl)cc2)C1=O (stereo unspecified),2,-7,5,-3,12,1,0,-1,0.2,6
CCCn1c(N)c(C(=O)CSc2nnc(Cc3cccs3)n2C2CC2)c(=O)n(C)c1=O,7,-1,-5,-3,4,-3,4,-2,0.1,4
CC(OC(=O)CC1CCCC1)C(=O)Nc1ccc(Cl)cn1 (stereo unspecified),2,4,-2,-2,1,-1,-22,-8,-0.5,12
CC(=O)c1cccc(OCc2cc(C(=O)N3CCSCC3)no2)c1,0,5,5,2,8,3,-19,5,0.1,8
COc1ccc(-c2cc3ccc(OCC(N)=O)cc3oc2=O)cc1OC,-4,-328,8,-28,-5,-1,3,-9,0.8,2
O=C(O)c1cc(Br)ccn1,0,0,-5,-5,4,-3,-8,-4,0.0,0
O=C(NCc1ccco1)c1cc(S(=O)(=O)N2CCCC2)ccc1Cl,1,-1,6,5,-14,-4,-4,5,0.0,6
Cc1ccc(OCCOC(=O)c2cccc(S(=O)(=O)N3CC(C)OC(C)C3)c2)cc1 (stereo unspecified),-5,-2,8,9,13,2,-6,3,-0.1,-1
CC(C)CNC(=O)[C@@H]1CSC2c3ccccc3C(=O)N21 (stereo partly specified),6,0,4,4,-8,-4,-10,-5,-0.5,-4
COc1ccc(NC(=O)NC(C)c2ccc3c(c2)OCO3)cc1OC (stereo unspecified),-9,4,1,-2,5,0,-4,4,-0.6,-7
CC(C)(C)c1ccc(OCC(=O)N(Cc2cccs2)C2CCS(=O)(=O)C2)cc1 (stereo unspecified),-9,3,1,4,3,1,0,2,0.3,9
COC(=O)NC1(C(F)(F)F)C(=O)Nc2c1c(=O)n(C)c(=O)n2C (stereo unspecified),2,2,4,-1,-4,-2,-4,-1,0.8,3
Cc1nc(-c2ccccc2)c(Cc2ccccc2O)c(=O)[nH]1,2,5,-5,2,2,7,-8,1,0.4,5
COc1cc(C(=O)NCCCOC(C)C)ccc1OC1CCN(C(C)=O)CC1,-7,0,-7,-7,-6,-4,-15,-4,-0.6,19

# A stretch taken from the entries so far, as a working copy:
SMILES,Tn7 DDE FP,PLC-gamma1 inh,DDE Tn6 FP inh,ADAM10 inh,ASAP1 inh,LEDGF integ inh,TDP2 absorb,ADAM17 inh,KLK7 zymogen act,ARFGAP1 inh
COc1ccccc1NC(=O)c1ccc(COc2ccccc2Br)o1,4,-4,-5,8,-2,-3,0,1,0.0,-1
COc1ccc(CCNC(=O)c2cc3c(cc2Cl)N2CCCCCC2=NS3(=O)=O)cc1,2,0,4,3,1,-2,-6,-1,-0.1,-5
CN(Cc1ccncc1)C1CC(=O)N(c2ccc(Cl)cc2)C1=O (stereo unspecified),2,-7,5,-3,12,1,0,-1,0.2,6
CCCn1c(N)c(C(=O)CSc2nnc(Cc3cccs3)n2C2CC2)c(=O)n(C)c1=O,7,-1,-5,-3,4,-3,4,-2,0.1,4
CC(OC(=O)CC1CCCC1)C(=O)Nc1ccc(Cl)cn1 (stereo unspecified),2,4,-2,-2,1,-1,-22,-8,-0.5,12
CC(=O)c1cccc(OCc2cc(C(=O)N3CCSCC3)no2)c1,0,5,5,2,8,3,-19,5,0.1,8
COc1ccc(-c2cc3ccc(OCC(N)=O)cc3oc2=O)cc1OC,-4,-328,8,-28,-5,-1,3,-9,0.8,2
O=C(O)c1cc(Br)ccn1,0,0,-5,-5,4,-3,-8,-4,0.0,0
O=C(NCc1ccco1)c1cc(S(=O)(=O)N2CCCC2)ccc1Cl,1,-1,6,5,-14,-4,-4,5,0.0,6
Cc1ccc(OCCOC(=O)c2cccc(S(=O)(=O)N3CC(C)OC(C)C3)c2)cc1 (stereo unspecified),-5,-2,8,9,13,2,-6,3,-0.1,-1
CC(C)CNC(=O)[C@@H]1CSC2c3ccccc3C(=O)N21 (stereo partly specified),6,0,4,4,-8,-4,-10,-5,-0.5,-4
COc1ccc(NC(=O)NC(C)c2ccc3c(c2)OCO3)cc1OC (stereo unspecified),-9,4,1,-2,5,0,-4,4,-0.6,-7
CC(C)(C)c1ccc(OCC(=O)N(Cc2cccs2)C2CCS(=O)(=O)C2)cc1 (stereo unspecified),-9,3,1,4,3,1,0,2,0.3,9

# Screens: PubChem, The Scripps Research Institute Molecular Screening Center
